AmpC inh no detg: inhibitors of E. coli AmpC beta-lactamase without detergent. P00811. AmpC nitrocefin hydrolysis, absorbance 480 nm, 0.0001% Triton. Potency, µM (doses to about 57.1 µM), without a hit: at the top dose activity change, negative = inhibition, most hits filed as inhibitors. 0.52% of 330,000 active. AID 485341;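 note: potency is the fitted concentration of half-maximal effect; plate controls were no compound for no effect and no enzyme for full effect; nearly all actives have a fitted effect of over 20% in size; some results filed as inactive show a strong effect at the top dose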
Target sequence (P00811 whole entry, looked up): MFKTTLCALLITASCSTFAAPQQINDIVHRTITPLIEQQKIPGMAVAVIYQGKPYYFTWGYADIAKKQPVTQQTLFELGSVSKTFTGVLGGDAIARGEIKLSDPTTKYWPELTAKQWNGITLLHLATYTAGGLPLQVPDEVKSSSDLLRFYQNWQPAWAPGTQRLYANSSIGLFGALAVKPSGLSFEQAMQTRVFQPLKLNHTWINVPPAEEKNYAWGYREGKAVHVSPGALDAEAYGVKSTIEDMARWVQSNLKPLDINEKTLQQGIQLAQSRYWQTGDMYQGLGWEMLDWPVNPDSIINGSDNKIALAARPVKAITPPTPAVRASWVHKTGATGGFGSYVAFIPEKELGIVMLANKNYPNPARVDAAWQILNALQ
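AmpC (5.3 nM in the dispensed reagent) in 20 mM phosphate pH 7.0 with 0.01% (detergent screen) or 0.0001% Triton X-100 was preincubated with compounds for 15 min at room temperature. Nitrocefin was then added from an 800 uM solution, and hydrolysis was followed at 480 nm.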
Sm TGR inh: inhibitors of Schistosoma mansoni thioredoxin glutathione reductase. Q962Y6. purified TGR, DTNB reduction, TNB absorbance 405 nm. Potency, µM (titrated, usually from 114 µM), inactives show at the highest dose activity change, negative = inhibition, hits mostly inhibitors. 3% of 360,000 active. AID 485364; note: potency is the fitted concentration of half-maximal effect; nearly all actives have a fitted effect of over 60% in size
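Kinetic colorimetric format: TGR-catalysed, NADPH-driven DTNB reduction monitored via TNB absorbance. Enzyme dispensed at 20 nM; compound exposure 15 min at room temperature before reaction start.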
HCMV antiviral: blocks human cytomegalovirus replication; 4.5% of 410,000 active; HFF cells, HCMV-luciferase reporter, 72 h; active compounds read low; AID 1259415; activity change, negative = inhibition, % at 57.5 µM; in the data active = activity change below about -60%; inconclusive = no clear call, values can overlap the other calls; inactive = above about -39%
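Human foreskin fibroblasts infected with luciferase-reporter HCMV at MOI 1 PFU/cell, compounds at two doses. Luciferase measured 72 h post infection; normalized to buffer-only basal and Salinomycin (10uM) controls.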
Tb PYK inh: blocks Trypanosoma brucei pyruvate kinase. TbPYK enzyme, Kinase-Glo Plus ATP luminescence, 45 min. 0.12% of 410,000 active. AID 624173. Q57TT1. Potency, µM (doses to about 76.8 µM), without a hit: at the top dose activity, negative = inhibition, hits mostly inhibitors; note: potency is the fitted concentration of half-maximal effect; nearly all actives have a fitted effect of over 50% in size
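Enzyme and substrate buffer are dispensed first and compound is pin-transferred. ADP at 130 uM final then starts the reaction, which runs 45 min at room temperature. Detection reagent is added for 10 min before luminescence is imaged.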
AMA1 RON2 block: disrupts binding of P. falciparum AMA1 to RON2 | AlphaScreen AMA1-biotinylated RON2 peptide binding | 0.2% of 360,000 active | Potency, µM (doses to about 58.2 µM), for inactives: at the top dose activity change, negative = inhibition, usual class: inhibitors;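 note: potency is the fitted concentration of half-maximal effect; 0% = vehicle wells and -100% = peptide control; nearly all actives have a fitted effect of over 45% in size; some results filed as inactive show a strong effect at the top dose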
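AMA1 (3D7) with his tag at 25 nM final met compounds first, then biotinylated RON2 peptide at 25 nM; detection used donor plus acceptor beads, 10 µg/mL apiece, read by AlphaScreen after 30 min at room temperature.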
AmpC detergent: blocks E. coli AmpC beta-lactamase in detergent assay; P00811; AmpC hydrolysis of nitrocefin, absorbance 480 nm, 0.01% Triton; Potency, µM (doses to about 114 µM), inactives show at the top dose activity change, negative = inhibition, hits mostly inhibitors; 0.041% of 370,000 active; AID 485294;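 note: potency is the fitted concentration of half-maximal effect; 0% = no-compound wells and -100% = no-enzyme wells; nearly all actives have a fitted effect of over 25% in size; some results filed as inactive show a strong effect at the top dose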
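AmpC (5.3 nM in the dispensed reagent) in 20 mM phosphate pH 7.0 with 0.01% (detergent screen) or 0.0001% Triton X-100 was preincubated with compounds for 15 min at room temperature. Nitrocefin was then added from an 800 uM solution, and hydrolysis was followed at 480 nm.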
LmPK inh: blocks Leishmania mexicana pyruvate kinase activity. Potency, µM (titrated, usually from 57.5 µM), inactives show top-dose activity change, negative = inhibition, actives largely listed as inhibitors. Q27686. purified LmPK, Kinase-Glo ATP luminescence, 1 h. AID 1721. 0.37% of 290,000 active; note: potency is the fitted concentration of half-maximal effect
Target sequence (Q27686 whole entry, looked up): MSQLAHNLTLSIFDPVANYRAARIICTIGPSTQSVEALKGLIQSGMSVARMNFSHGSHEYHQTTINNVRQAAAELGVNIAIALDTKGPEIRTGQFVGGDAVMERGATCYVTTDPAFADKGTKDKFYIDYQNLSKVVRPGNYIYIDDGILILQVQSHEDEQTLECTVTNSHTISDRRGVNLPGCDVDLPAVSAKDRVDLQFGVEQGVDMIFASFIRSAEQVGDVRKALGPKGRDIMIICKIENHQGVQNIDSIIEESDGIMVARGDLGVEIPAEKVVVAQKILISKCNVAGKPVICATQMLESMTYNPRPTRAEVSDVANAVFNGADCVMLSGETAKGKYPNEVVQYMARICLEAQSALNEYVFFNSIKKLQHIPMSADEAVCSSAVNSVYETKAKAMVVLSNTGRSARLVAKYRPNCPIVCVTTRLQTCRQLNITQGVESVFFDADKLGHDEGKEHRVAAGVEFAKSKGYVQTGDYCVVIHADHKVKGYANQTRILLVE
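In 50 mM imidazole pH 7.2 with 7 mM MgCl2, LmPK (0.1 nM) turned over PEP (0.5 mM) and ADP (0.1 mM) for 1 h at room temperature. Luciferase read-out of ATP.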
An asterisk follows results filed as active; ? = inconclusive; · = no result given; [ ] = remark or other dose. Unless noted, calls come from the whole dose curve; as a rule, active = well fitted curve in the direction sought with a large enough effect; inconclusive = small, poorly fitted or top-dose-only effect, or another doubt; inactive = no such curve, though single readings can be large; an effect the other way counts as inactive or inconclusive. Unless noted, % is set by controls: 0 for no effect and ±100 for the full control effect.

Screens in order – HCMV antiviral	AmpC inh no detg	AmpC detergent	Sm TGR inh	AMA1 RON2 block	LmPK inh	Tb PYK inh
Cn1c(=O)c(=O)n(C)c2cc(S(=O)(=O)N3CCc4ccccc43)ccc21
 : -18.3	-19.2%	?	-1.9%	-3.5%	3.6%	6.1%
COc1ccccc1C(=O)N1CCN(Cc2nc(CC3CC3)no2)CC1
 : 17.9	68.9%[activator]	2.7%	3.4%	-14.6%	5.2%	0.4%
Brc1ccc(OCCN2CCOCC2)cc1
 : 47.1	-7.6%	-3.3%	-3.2%	-12.9%	-4.2%	-2.5%
CCOC(=O)NC(=O)c1cn(Nc2ccccc2C(F)(F)F)c(=O)[nH]c1=O
 : 1.0	-7.5%	6.8%	-3.3%	-15.7%	4.8%	0.0%
CC(=O)Oc1c(I)cc(I)cc1C(=O)Nc1ccc(Cl)cc1
 : -99.0*	-52.6%	9.0%	1.7%	-1.8%	-2.7%	0.4%
C=CC[C@H](CC(=O)N(CCO)Cc1ccccc1)C(=O)N[C@H](COC(=O)[C@H](CC=C)CC(=O)OC(C)(C)C)Cc1c[nH]c2ccccc12
 : -11.5	116.1%[activator]	·	·	-22.4%	·	13.3%
O=C(CSc1cn(CCNC(=O)c2ccccc2)c2ccccc12)NCc1ccco1
 : 36.0	-21.9%	0.9%	-24.5%	1.8%	9.3%	5.0%
COc1cccc(C(=O)NCCS(=O)(=O)NC(C)CCc2ccccc2)c1 (stereo not drawn)
 : -34.2	5.5%	-17.2%	-1.1%	8.7%	·	8.5%
CCOc1ccc(S(=O)(=O)Nc2ccc3c(c2)CCCN3S(=O)(=O)c2ccc(C)cc2)cc1
 : -64.7*	·	11.0%	-1.1%	·	·	-3.9%
Cc1ccnc(SCCn2c(N3CCCCC3)nc3c2c(=O)n(C)c(=O)n3C)n1
 : 12.4	-10.7%	-19.2%	11.6%	-9.6%	-5.2%	7.2%
COc1cc(C(=O)NC(=S)N2C[C@H]3C[C@H](C2)c2cccc(=O)n2C3)cc(OC)c1OC
 : 24.2	-14.0%	-8.3%	-16.9%	97.3%[activator]	-3.2%	-7.1%
NC(=O)NC(=O)C(Nc1ccc2c(c1)CCC2)c1ccccc1 (stereo not drawn)
 : 57.2	-27.0%	-5.1%	-13.7%	-0.7%	2.4%	4.0%
COc1ccccc1C(=O)NNc1ncc(C)s1
 : 41.4	-1.8%	?	-18.3%	63.1%[activator]	-29.7%	-10.2%
CC(=O)C1=C(C)Nc2ncnn2C1c1ccc(C)cc1 (stereo not drawn)
 : 26.3	-4.2%	-12.5%	-10.8%	-5.2%	-1.7%	-2.8%
N#C/C(=C/c1cn(-c2ccccc2)nc1-c1cccc(OCc2ccccc2)c1)C(=O)NCCCn1ccnc1
 : 15.6	76.5%[activator]	-7.9%	-5.1%	36.5%[activator]	-0.8%	-1.3%
Clc1ccc(NC2=NCCCCC2)cc1
 : 5.2	-12.2%	6.9%	-2.1%	-2.3%	0.8%	3.6%
COc1ccc(NC(=O)CCCc2nnc3n(CCC(C)C)c(=O)c4sccc4n23)c(OC)c1
 : 12.6	·	1.2%	4.6%	·	·	-0.1%
C=CCNc1oc(-c2ccco2)nc1S(=O)(=O)c1ccccc1
 : -12.4	-10.3%	0.5%	12.6µM*	-7.6%	-3.6%	-3.8%
O=C(CN1CCCCC1)N/N=C/c1ccc(Cl)cc1
 : -33.6	-6.3%	-1.0%	-4.3%	34.7%[activator]	-2.3%	0.9%
O=C(NNC(=O)c1cc2cc3ccccc3nc2s1)c1ccc(F)cc1
 : -13.8	-43.5%	-20.5%	-7.2%	-18.3%	0.7%	0.9%

Overlap with the part before: 2 compounds, followed by the next part.
Screens in order – HCMV antiviral	AmpC inh no detg	AmpC detergent	Sm TGR inh	AMA1 RON2 block	LmPK inh	Tb PYK inh
O=C(CN1CCCCC1)N/N=C/c1ccc(Cl)cc1
 : -33.6	-6.3%	-1.0%	-4.3%	34.7%[activator]	-2.3%	0.9%
O=C(NNC(=O)c1cc2cc3ccccc3nc2s1)c1ccc(F)cc1
 : -13.8	-43.5%	-20.5%	-7.2%	-18.3%	0.7%	0.9%
CCOC(=O)N1CCC(Nc2nc3ccccc3nc2NS(=O)(=O)c2ccc(Cl)cc2)CC1
 : 16.1	-15.1%	-0.9%	4.1%	1.9%	1.8%	0.0%
O=C(N1CCOCC1)C12OC3CC(CC(C3)O1)O2
 : 66.6	·	·	·	6.2%	·	4.9%
CCC(Sc1nc(C)cc(C)n1)C(=O)Nc1ccc(S(N)(=O)=O)cc1 (stereo not drawn)
 : -7.7	-8.6%	3.0%	11.2%	-6.8%	3.6%	-3.3%
Cc1ccc(C2c3c(oc4ccccc4c3=O)C(=O)N2c2nnc(C(C)C)s2)o1 (stereo not drawn)
 : -19.0	-31.5%	?	-14.6%	22.2%	-2.7%	-4.3%
CCCCN1CC[C@H]2C=CC[C@@H](C(=O)Nc3ccccc3)[C@H]2C1=O
 : 7.4	·	·	·	-2.5%	·	-3.6%
CCOc1cc(C(=O)N(CC)CC(=O)Nc2ccc3c(c2)OCCO3)ccc1OC
 : 18.8	-4.1%	-0.4%	-8.6%	13.8%	·	1.9%
Cc1cc(C(F)(F)F)nn1CC(=O)N1CCCC1
 : 5.7	-1.7%	?	-1.6%	-10.7%	1.7%	-1.7%
CCOC(=O)C1CCN(Cc2ccc(-c3ccccc3)cc2)CC1
 : -31.9	31.7%	?	6.1%	?	-2.5%	-4.6%
CCCCC(NC(=O)c1ccc(Cl)cc1)C(=O)O (stereo not drawn)
 : 35.6	-26.0%	?	0.6%	25.5%	3.1%	1.3%
C=CCn1c(SCc2ccc(C#N)cc2)nnc1-c1cccc(OC)c1
 : -64.2*	-5.5%	-5.1%	0.0%	-1.1%	4.0%	-7.0%
CCOP(=O)(OCC)c1nc(-c2cccc3ccccc23)oc1N1CCCCC1
 : 57.5	167.2%[activator]	0.2%	-13.8%	41.8%[activator]	-1.1%[11.5 µM]	4.1%
O=c1cc(NCCc2ccccc2)c2ccccc2o1
 : -11.3	-27.0%	-0.3%	·	10.3%	-4.1%	1.9%
CCCOc1ccc(CNC(=O)Cn2ncc3ccccc32)cc1
 : 25.7	-17.3%	5.5%	7.7%	-9.6%	3.6%	-1.5%
CCOc1ccc(N(C(=O)c2ccc(Cl)cc2)S(=O)(=O)c2ccc3c(c2)n(C)c(=O)n3C)cc1
 : 1.0	·	1.1%	1.2%	·	·	1.8%
O=C(COC(=O)c1ccccc1C(=O)N1CCN(c2ccc(F)cc2)CC1)NCc1ccccc1
 : 3.8	111.4%[activator]	-0.2%	-0.8%	-5.8%	-0.8%	-6.6%
Cc1ccc(C)c(OCCC(=O)OCC(=O)Nc2cc(S(=O)(=O)N3CCCCC3)ccc2C)c1
 : -1.3	-0.2%	·	·	-7.6%	·	1.5%
COc1cccc(NC(=O)CN(C)C(=O)c2ccc(NC3CC3)c([N+](=O)[O-])c2)c1
 : -18.0	-21.6%	-14.2%	0.2%	-8.5%[11.6 µM]	·	-3.0%
Cn1c(SCC(=O)N/N=C/c2cc([N+](=O)[O-])ccc2O)nnc1-c1ccccc1
 : -10.1	-8.2%	-0.3%	0.8%	17.1%	2.5%	2.2%
CCOCCCNC(=O)N[C@@H](C)C(=O)OC
 : -4.4	-18.1%	?	?	-8.9%	4.8%	3.6%
CCCCN(CC)CCNC(=O)CN(C)S(=O)(=O)c1ccc2c(c1)c(=O)n(C)c(=O)n2C
 : -23.3	4.5%	-1.8%	0.5%	18.0%	2.8%	4.4%

More structures:
Screens in order – HCMV antiviral	AmpC inh no detg	AmpC detergent	Sm TGR inh	AMA1 RON2 block	LmPK inh	Tb PYK inh
COc1cc(C(=O)Nc2nnc(-c3sccc3C)s2)cc(OC)c1OC
 : -18.4	1.9%	1.1%	3.6%	7.3%	8.6%	-1.3%
CC(=O)c1cccc(NC(=O)[C@H]2O[C@@H]3OC(C)(C)O[C@@H]3[C@H]3OC(C)(C)O[C@H]32)c1
 : 9.6	·	4.1%	-7.6%	·	·	-8.4%
O=C(Nc1cccnc1)C1CCC(CNS(=O)(=O)c2cccc3nsnc23)CC1 (stereo not drawn)
 : -0.5	-6.3%	7.6%	3.0%	-2.1%	-0.9%	0.6%
CCC(CC)NC(=O)CSc1ccc(S(=O)(=O)N2CCCCC2)cn1
 : ?	4.5%	0.0%	-10.9%	-5.7%	·	0.9%
COc1ccc(S(=O)(=O)N2N=C(c3cccc(NS(C)(=O)=O)c3)CC2c2ccco2)cc1 (stereo not drawn)
 : ?	-36.3%	-2.1%	22.4µM*	0.0%	-4.6%	-19.3%
CN1CCCN(C(=O)COc2ccc(Br)cc2)CC1
 : -1.5	24.2%	-7.0%	-7.0%	-1.5%	-1.3%	-11.4%
COc1cccc(C(=O)OCC(=O)c2c[nH]c3ccccc23)c1OC
 : 1.5	-26.7%	?	-4.8%	-8.3%	·	5.0%
CCOC(=O)C1CCN(C(=O)c2c(-c3c(Cl)cccc3Cl)noc2C)CC1
 : 15.5	9.3%	-11.2%	1.9%	30.1%[activator]	4.6%	-3.8%
COc1ccccc1Cn1c(=O)c2ccccc2n2c(SCC(=O)N3CCCCC3)nnc12
 : -7.0	-18.4%	?	-0.5%	5.6%	-0.2%	-11.1%
COC(=O)c1ccc(NC(=O)c2ccccc2N(C)S(C)(=O)=O)cc1
 : 8.3	-19.0%	-8.2%	1.1%	-8.1%	0.3%	0.3%
CNC(=O)CN(C)S(=O)(=O)c1ccc(F)cc1
 : 5.9	-2.0%	-8.0%	15.8%	-1.6%	3.5%	-4.3%
COc1ccc(N2CC(C)Cn3c2nc2c3c(=O)n(Cc3ccccc3F)c(=O)n2C)c(OC)c1 (stereo not drawn)
 : -1.9	147.1%[activator]	1.4%	-7.3%	-20.2%	4.4%	-2.5%
CCCn1c(Nc2ccc(Cl)cc2)nc2ccccc21
 : -39.8	-19.9%	?	8.3%	0.9%	3.6%	-8.7%
Cc1ccc(C(=O)NNC(=O)c2cccc3ccccc23)cc1
 : 79.8	·	·	·	57.0%[activator]	·	-4.2%
O=C(Nn1c(Cc2cccs2)nc2ccccc2c1=O)c1cccs1
 : 7.7	-34.2%	?	2.0%	3.8%	-2.5%	-12.4%
Cc1cccc(-n2c(/C=C/c3ccccn3)nc3ccccc3c2=O)c1
 : -101.0*	-15.2%	1.9%	0.0%	1.0%	-1.3%	-4.3%
Cc1ccc(CC(=O)Nc2ccc(C(=O)N3CCCCC3)cc2)cc1
 : -8.1	-13.4%	-8.3%	-25.7%	6.1%	-7.1%	-2.6%

Screens (PubChem)
